High-throughput results: PubChem, Icahn School of Medicine at Mount Sinai
RBX1-CUL1 inh – inhibitors of human ROC1-CUL1 ubiquitin ligase activity | E3 ubiquitin-protein ligase RBX1 (Homo sapiens) + Cullin-1 (Homo sapiens), P62877+Q13616 | in vitro K48 di-Ub FRET, acceptor:donor ratio, 45 min | inhibition, % at 10 µM | hit rate 0.6% among 140,000 | AID 1347404, 2020; in the data active = inhibition above about 25%
Target sequence (P62877 whole entry, looked up): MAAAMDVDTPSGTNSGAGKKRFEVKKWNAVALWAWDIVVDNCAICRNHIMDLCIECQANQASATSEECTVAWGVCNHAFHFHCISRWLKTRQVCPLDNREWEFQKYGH
Target sequence (Q13616 whole entry, looked up): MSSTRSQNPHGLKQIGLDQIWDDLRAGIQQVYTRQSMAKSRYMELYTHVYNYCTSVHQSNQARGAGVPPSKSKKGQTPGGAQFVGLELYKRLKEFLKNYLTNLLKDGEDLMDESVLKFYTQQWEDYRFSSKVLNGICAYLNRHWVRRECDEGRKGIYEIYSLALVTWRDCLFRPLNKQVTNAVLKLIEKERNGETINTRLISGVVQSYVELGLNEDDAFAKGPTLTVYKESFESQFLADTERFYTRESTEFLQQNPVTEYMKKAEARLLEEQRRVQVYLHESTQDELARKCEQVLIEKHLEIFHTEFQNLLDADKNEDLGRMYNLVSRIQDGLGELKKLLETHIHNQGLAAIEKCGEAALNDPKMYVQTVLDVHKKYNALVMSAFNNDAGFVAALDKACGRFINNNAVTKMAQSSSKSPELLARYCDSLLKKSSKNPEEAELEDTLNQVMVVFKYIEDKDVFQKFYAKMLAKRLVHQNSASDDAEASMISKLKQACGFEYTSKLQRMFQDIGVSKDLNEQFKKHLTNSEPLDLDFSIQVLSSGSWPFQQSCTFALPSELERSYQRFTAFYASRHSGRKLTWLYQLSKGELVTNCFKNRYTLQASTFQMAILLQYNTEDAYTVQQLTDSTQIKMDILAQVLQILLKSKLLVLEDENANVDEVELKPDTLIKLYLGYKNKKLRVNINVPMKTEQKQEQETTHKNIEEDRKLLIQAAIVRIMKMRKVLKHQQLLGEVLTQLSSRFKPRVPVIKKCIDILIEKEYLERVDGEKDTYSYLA
Starred values were filed as active, the others as inactive. The list is partial (hit frequency here may not be typical).

canonical_smiles	RBX1-CUL1 inh
CC(C)(C)OC(=O)N1CCC(c2c(C(=O)N3CCN(c4ccccn4)CC3)cnn2-c2ccc(F)cc2)CC1	-2.8
O=C(c1nc(-c2ccc(Cl)cc2)n2c1CCCCC2)N1CCN(c2ccc(F)cc2)CC1	-4.1
Cc1ccc2c(c1)C(=O)CC(CSc1nnc(C)s1)=N2	-3.7
COc1ccc(N(C)C(=O)NCc2noc3ccc(C)cc23)c(OC)c1	4.8
CC(Oc1ccc(Cl)cc1Cl)C(=O)NCC1CCCO1 (stereo unspecified)	5.4
OC1(c2ccc(Cl)cc2)CCNCC1	2.2
CC1CCCN(c2nc3c(c(=O)n(C)c(=O)n3C)n2Cc2ccc(F)cc2)C1 (stereo unspecified)	-6.5
Cc1ccc(-n2nc(C)c(/C=C3\Sc4ccccc4C3=O)c2C)cc1	-4.8
CCCc1cc(=O)[nH]c2nnc(SCC(=O)Nc3cccc(C)c3)n12	5.3
COc1cccc(CN2CCCC3(CCN(C(=O)CN4CCOC4=O)C3)C2)c1OC (stereo unspecified)	-1.5
O=C(c1ccccc1)N1c2ccccc2C=CC1c1c[nH]c2ccccc12 (stereo unspecified)	-3.9
CC1CN(CC(=O)Nc2cc(Cl)cc(Cl)c2)CC(C)O1 (stereo unspecified)	-3.6
Cc1ccc(NC(=O)C2CCCN(c3cnccn3)C2)c(C)c1 (stereo unspecified)	-4.7
Cc1nccc(-c2cccc(-c3ccn(CC4CC4)n3)c2)n1	8.3
Cc1ccc(C(C)C)c(OCCn2cc(C(=S)N3CCCC3)c3ccccc32)c1	-0.8
Cc1cc(OCCN)ccc1Cl	10.8
CCC(=O)n1c2c(c3ccccc31)Nc1ccccc1N2	-1.9
CC(C)(C)OC(=O)N1CCC(c2c(C(=O)NCc3ccccn3)cnn2-c2ccccc2Cl)CC1	-5.8
O=C(c1ccccc1)N1CCc2cc(CNS(=O)(=O)c3ccc(Cl)s3)ccc21	-1.4
O=S(=O)(N1CCCC1)N1CCc2[nH]nc(-c3ccccc3Cl)c2C1	7.4
O=C(NCCC1=CCCCC1)c1cc(Cl)ccc1Cl	0.1
Cc1ccc(OCc2cc(=O)n3c(-c4ccccc4)csc3n2)cc1	-4.5
Cc1nn2c3ccccc3n(C)c2c1C(=O)c1cccs1	-9.2
O=C(CCSCCc1ccccn1)Nc1cc(F)ccc1F	1.4
CC(C)(C)c1[nH]nc2c1C(c1cccc([N+](=O)[O-])c1)C(C#N)C(=N)O2 (stereo unspecified)	-7.0
FC(F)(F)C1(C(F)(F)F)N=C2C(Cl)=CC(Cl)=CN2C(c2ccc(Cl)cc2)=N1	5.4
CCOC(=O)c1c(-c2ccccc2)nnn1-c1nc(N2CCOCC2)nc(N2CCOCC2)n1	-4.0
COc1ccc(-c2ccc3c(N)c(C(=O)c4ccc5c(c4)OCO5)sc3n2)cc1	-2.7
Cc1ccccc1C1=N/C(=C\c2ccc(OCc3ccccc3)c(OCc3ccccc3)c2)C(=O)O1	3.3
O=C(c1cnn(-c2ncc3c(n2)-c2ccccc2CC3)c1C1CC1)N1CCN(C2CCCCC2)CC1	3.5

Arranged by value in RBX1-CUL1 inh (rising): seven of the compounds above.
canonical_smiles	RBX1-CUL1 inh
Cc1nn2c3ccccc3n(C)c2c1C(=O)c1cccs1	-9.2
CC(C)(C)OC(=O)N1CCC(c2c(C(=O)NCc3ccccn3)cnn2-c2ccccc2Cl)CC1	-5.8
Cc1ccc(NC(=O)C2CCCN(c3cnccn3)C2)c(C)c1 (stereo unspecified)	-4.7
CC(C)(C)OC(=O)N1CCC(c2c(C(=O)N3CCN(c4ccccn4)CC3)cnn2-c2ccc(F)cc2)CC1	-2.8
COc1cccc(CN2CCCC3(CCN(C(=O)CN4CCOC4=O)C3)C2)c1OC (stereo unspecified)	-1.5
O=C(NCCC1=CCCCC1)c1cc(Cl)ccc1Cl	0.1
FC(F)(F)C1(C(F)(F)F)N=C2C(Cl)=CC(Cl)=CN2C(c2ccc(Cl)cc2)=N1	5.4

Later entries
canonical_smiles	RBX1-CUL1 inh
O=C(Nc1ccc(S(=O)(=O)N2CCOCC2)cc1)Nc1cccc(Cl)c1	-5.0
O=S(=O)(Nc1nc2ccccc2nc1Nc1cccc(C(F)(F)F)c1)c1ccccc1	-4.2
C(C#Cc1ccccc1)#CCNc1ccccc1	-9.0
CCOc1cc([N+](=O)[O-])ccc1NS(=O)(=O)c1ccc(C)cc1	5.5
CCS(=O)(=O)N1CC(=O)N(c2ccc(Cl)cc2C)C(C)(C(=O)NC2CCCCC2)C1 (stereo unspecified)	7.3
CCN1CCCC1CNC(=O)CCC1CCN(C(=O)CN2CCCCCC2)CC1 (stereo unspecified)	-5.1
COc1cc(-c2nc(Cn3nnc(C(=O)Nc4ccccc4C)c3C)c(C)o2)cc(OC)c1OC	0.3
O=C1CCSC2(C(=O)N(Cc3ccc(F)cc3)c3ccccc32)N1c1ccc(Cl)cc1 (stereo unspecified)	-4.1
CC(=O)c1nn(-c2cccc(Br)c2)cc1C(=O)c1ccc(C)cc1	7.6
COc1ccc(Cn2c(=O)c3oc4ccccc4c3n(CC(=O)Nc3ccc(F)cc3F)c2=O)cc1	-0.4
O=c1n(Cc2ccc(Cl)cc2)c2ccccc2c2nc(-c3ccccc3)nn12	0.4
Cc1cc(C)nc(NCc2cccnc2Oc2ccccc2F)n1	-4.3
O=C1c2ccccc2-c2ccc(-c3nc(-c4ccc(O)cc4)[nH]c3-c3ccccc3)cc21	1.5
O=C(NCc1cccc(Cl)c1)c1ccc2nc(N3CCCCC3)sc2c1	5.3
CC(C)C(=O)Nc1cccc(C(=O)Nc2nnc(C(F)(F)F)s2)c1	11.1
Cc1cc(=O)[nH]c2nnc(SCC(=O)NC(C)(C)C)n12	0.8
COc1ccc(-c2cc(=O)c3ccccc(=O)c3o2)cc1	3.1
CC(C)c1ccccc1NC(=O)CSc1nnc(COc2ccccc2Cl)o1	16.8
CC(=O)NC(=Nc1nc(C)cc(C)n1)Nc1ccc(C)c(Cl)c1	-2.0
Cc1ccc(S(=O)(=O)NCC(C)(C)Cl)cc1	-2.3
COc1ccc(-c2[nH]c3ccccc3c2SCCNC(=O)c2cc(OC)c(OC)c(OC)c2)cc1	-1.6
CC1=NN(c2ccc(Br)cc2)C(=O)C1C=Nc1ccc(Br)c2ccccc12 (stereo unspecified)	-0.6
O=C1c2ccccc2C(=O)N1c1ccc(C(F)(F)F)c(Cl)c1	-6.0
CC(C)Cc1nn2c(=O)cc(COC(=O)c3ccccc3NC(=O)c3cccs3)nc2s1	4.2
CC1=NN(C(=O)Cc2ccc(C)cc2)C(O)(c2cccnc2)C1 (stereo unspecified)	3.4
CCOC(=O)c1ccc(NC(=O)CN(Cc2ccccc2)S(=O)(=O)c2cc(Cl)ccc2Cl)cc1	-4.2
CCN(CC)CC(O)CN1CCn2c3c(c4cc(C)ccc42)CCCC31 (stereo unspecified)	-2.8
O=C(Nc1ccc(OC(F)(F)F)cc1)c1cccc(COc2ccc3c(c2)CCC3)c1	-6.2
COc1ccc(Cn2ccc3nc(C)c(C(=O)N4CCN(c5cc(C)ccc5C)CC4)cc3c2=O)cc1	-6.7
Cn1c(=O)c2c(-c3ccc(Cl)cc3)ccnc2n(C)c1=O	-8.8
Fc1ccc(N2CCN(Cc3nnc(-c4ccccc4Cl)o3)CC2)cc1	-7.8
O=C(Nc1cccc(Br)c1)C1CCN(S(=O)(=O)c2cc(Cl)ccc2Cl)CC1	-5.9
Cc1cccc(C(=O)Nc2cccc(C(=O)OCc3cc(=O)n4c5c(sc4n3)CCCC5)c2)c1	-5.8
Cc1ccc(NC(=O)c2c(C)cc(C)nc2SCC(=O)Nc2ccc(Br)cc2)cc1	1.9
Cc1cc2nc(-c3ccc(OCc4ccccc4)cc3)cc(C(F)(F)F)n2n1	3.3
FCCCCCn1ccc(-c2cccc(-c3cnccn3)c2)n1	7.6
COc1cc(S(=O)(=O)NC(C)(C)C)c(C)cc1C	1.8
Cc1ccc2nc(C)cc(C(=O)N3CCC4(CC3)CC4C(=O)NCC3(c4ccccc4)CCCC3)c2c1 (stereo unspecified)	6.0
CC1=NC(=O)CC(c2c(F)cccc2Cl)C1C(=O)OC1CCCC1 (stereo unspecified)	-4.0
COc1ccc(C2C(C(=O)/C=C/c3ccccc3)C(=O)C(=O)N2c2ccccc2)cc1 (stereo unspecified)	3.1
CCOc1ccc(CNC(=O)c2ccc(CS(=O)Cc3ccc(Cl)cc3)o2)cc1 (stereo unspecified)	-8.2
COc1ccc(-c2cc(-c3ccccc3)nc(SCC(=O)N3CCN(C)CC3)c2C#N)cc1	2.0
O=C1N(CCc2ccccc2)C[C@@H]2C[C@@H](c3ccsc3)N3CCC[C@@]123	4.3
COc1ccc(Cn2c(=O)c3cccnc3n(Cc3cccc(OC)c3)c2=O)cc1	-2.1
Cc1ccc(CCNC(=O)c2ccc3c(=O)n(-c4ccccc4)c(=O)[nH]c3c2)cc1	-11.5
[O-][N+]1(CCO)CCN(C2Cc3ccccc3Sc3ccc(Cl)cc32)CC1 (stereo unspecified)	0.8
CCOc1ccc(NS(=O)(=O)Cc2ccccc2F)cc1	4.2
CCc1cccc2c(SCC(=O)Nc3ccc(Cl)cc3)nc(-c3ccccc3)nc12	5.2
N#CC1C(=N)Oc2n[nH]c(-c3ccccc3)c2C1c1ccc(Cl)s1 (stereo unspecified)	-2.5
C#CCn1c(=NC(=O)c2ccc3c(c2)OCCO3)sc2cc(OC)c(OC)cc21	7.2
Cc1ccccc1-n1cc(CN(C)C(=O)Cn2nnnc2CN2C[C@@H](C)O[C@@H](C)C2)cn1	-2.0
Cc1cccc(C)c1NC(=O)C(=O)NCC(c1ccc2c(c1)OCO2)N1CCN(C)CC1 (stereo unspecified)	-1.1
COc1ccccc1C(=O)Nc1cc(C)ccn1	-3.3
CC(=O)N1CCN(C(=O)CC2(c3cccc(F)c3)CC(=O)N(C3CCCC3)C2=O)CC1 (stereo unspecified)	6.1
Cc1cccc(CNC(=O)c2ccc3c(c2)N(C)C(=O)C2CCCCN32)c1 (stereo unspecified)	6.2
CCOC(=O)c1cc(-c2ccc(F)cc2)[nH]c1C	-13.5
Cc1cnc(NC(=O)CSc2nnc(CN3CCOCC3)n2-c2ccccc2)s1	-0.7
CCc1cccc(-n2c(=O)c3cccnc3n2CC(=O)Nc2ccc(F)c(C)c2)c1	-9.2
N#CC(C#N)=Cc1cc(Br)c(Sc2nc3ccccc3[nH]2)o1	13.9
O=C1OC(Cc2ccccn2)C(O)C1=C1SCCS1 (stereo unspecified)	-0.3

(further entries)
canonical_smiles	RBX1-CUL1 inh
CCN(Cc1ccccc1)C(=O)Cn1c(=O)n(-c2ccc(C)c(C)c2)c(=O)c2c(C)c(C)sc21	-11.2
CCOc1ccc(NC(=O)CN2CCN(S(=O)(=O)c3ccc(OC)cc3)CC2)cc1	-2.7
CCOc1ccc2nc(NC(=O)c3ccc(C(F)(F)F)cc3)sc2c1	-2.9
CCOC(=O)c1scc(-c2ccccc2)c1S(=O)(=O)Nc1cc(Cl)c(OC)cc1OC	-6.8
COc1ccccc1CCNC(=O)C(=O)NCC(c1cccs1)S(=O)(=O)c1ccc(C)cc1 (stereo unspecified)	-2.2
O=C(NC1CCCCC1)N(C(=O)c1cc2ccccc2n1Cc1ccccc1)C1CCCCC1	4.3
COc1cccc(Nc2nc3c(S(=O)(=O)c4cc(C)ccc4C)nnn3c3ccsc23)c1	-3.9
CCCn1ccc(-c2cccc(-c3nc(C)cnc3C)c2)n1	13.0
CC(=O)N1CCN(c2c(Cl)cccc2NC(=O)Cc2ccccc2)CC1	4.5
COC(=O)C1C(=N)Oc2c(oc(CO)cc2=O)C1c1ccncc1 (stereo unspecified)	-5.4
CC(=O)Nc1ccc(NC(=O)CN2CCN(CC(=O)Nc3ccc(NC(C)=O)cc3)CC2)cc1	9.3
O=C(c1cc2c(=O)oc3ccccc3c2s1)N1CCN(c2cccc(Cl)c2)CC1	2.2
COc1ccc(CC(=O)Nc2ccc(-c3nc4ccc(C)cc4[nH]3)cc2)cc1	6.1
O=C(NCCCn1cccn1)C1CCC(=O)N(CCc2ccccn2)C1 (stereo unspecified)	11.1
COc1ccc(-c2ccc3c(N)c(C(=O)NCc4ccccc4Cl)sc3n2)cc1	-4.7
O=c1[nH][nH]c(=O)n1-c1ccc(Cl)cc1	-0.6
Cc1nccn1-c1ccc(NC(=O)C2CCCN2C(=O)Cc2ccn(C)c2)cc1 (stereo unspecified)	6.3
Cn1nccc1C(=O)Nc1ccc(OC(F)(F)F)cc1	-0.7
Cc1nc2nc(NC(=O)c3ccc(Cl)cc3)[nH]n2c(=O)c1Cc1ccccc1	-6.0
CC1=Nn2c(nc3ccccc32)NC(=O)C1	-0.1
CCN(c1ccccc1)S(=O)(=O)c1cc(Br)cc2c1N(C(=O)C1CC1)CC2	-0.9
Cc1ccccc1OCC(=O)NC(C(=O)N/N=C/c1ccc(OCc2ccccc2C#N)cc1)C(C)C (stereo unspecified)	95.5*
CC12CCC(C(=O)NCCc3cccs3)(OC1=O)C2(C)C (stereo unspecified)	2.6
CCn1c(=O)c2c(nc3n(C(C)c4ccccc4)c(C)c(C)n23)n(C)c1=O (stereo unspecified)	-0.8
O=C(Nc1cccc(F)c1)C1CCN(c2nc3ccccc3[nH]2)CC1	-11.8
COc1cccc(C(=O)Nc2cccc(OCC(=O)c3ccc(F)cc3)c2)c1	-5.1
COc1cc(/C=C2\C(=O)NC(=O)N(c3cc(C)cc(C)c3)C2=O)ccc1OCc1cccc(C(=O)O)c1	-1.5
N#Cc1sc2ncc(-c3ccccc3)c(Cc3ccccc3)c2c1N	4.2
CC(C)Nc1nc2c(S(=O)(=O)c3cccc(Cl)c3)nnn2c2ccsc12	4.8
CC1=NN(C(=O)c2ccn(C)n2)C(O)(C(F)(F)F)C1 (stereo unspecified)	-4.2
